Bioassay records from PubChem BioAssay.
GSK3beta inhib – human GSK3beta kinase inhibitors, primary screen, biochemical, cell-free homogeneous, HTS; Glycogen synthase kinase-3 beta (Homo sapiens), P49841; GST-GSK3beta kinase, ADP-Glo luminescence, 60 min; active compounds read low; activity score (negative = inhibition), % at 10 µM; 300,000 compounds, 0.038% hits; AID 2097, 2009;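 active means more than half of replicate wells score below -50%, meaning over 50% inhibition versus plate controls; inconclusive means some replicates but at most half score below -50%; inactive means no replicate scores below -50%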;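 further: 0% = median DMSO wells and -100% = median GW8510 positive control wells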
Target sequence (P49841 whole entry, looked up): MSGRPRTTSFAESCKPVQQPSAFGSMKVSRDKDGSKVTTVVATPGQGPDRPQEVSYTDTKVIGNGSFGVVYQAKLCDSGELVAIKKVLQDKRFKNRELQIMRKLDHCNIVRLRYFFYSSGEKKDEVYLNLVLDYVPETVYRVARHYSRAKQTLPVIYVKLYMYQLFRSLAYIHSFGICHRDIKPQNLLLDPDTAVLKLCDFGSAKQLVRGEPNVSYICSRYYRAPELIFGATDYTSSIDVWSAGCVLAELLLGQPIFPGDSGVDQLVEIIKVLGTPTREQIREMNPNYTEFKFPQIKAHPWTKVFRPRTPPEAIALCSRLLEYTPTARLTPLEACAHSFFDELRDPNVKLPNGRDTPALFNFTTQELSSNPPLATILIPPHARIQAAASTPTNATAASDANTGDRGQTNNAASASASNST
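Assay system: GST-fused GSK3beta enzyme, cell-free / Medium: Tris pH 7.5 buffer with MgCl2, DTT, BSA, heparin / Also added: peptide substrate plus 25 µM ATP (final) / Compound: 10 µM single point / Timing: kinase reaction with compound 60 min at room temperature / Detection: ADP-Glo luminescence / Benchmarks: DMSO neutral wells and GW8510 at 20 µM as positive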
HSF1 inhib – HSF1 inhibitors in luciferase reporter cells, primary screen, cell-based, NIH3T3, luminescence. NIH3T3-HGL HSE-luciferase, MG132-induced, luminescence 8 h; active compounds read low. activity change, negative = inhibition, % at 7.5 µM (by protocol). 300,000 compounds, 0.77% hits;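 active means more than half of replicate wells show activity change below -50%, luminescence cut by over half; inconclusive means some wells, but at most half, below -50%; inactive means no replicate well below -50%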;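 further: luciferase reports HSF-1 transcriptional activity via heat shock element; 0% = median of DMSO wells and -100% = zero luminescence signal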
HSP90 refold inh – HSP90 inhibitors, primary screen, cell lysate, luminescence | Heat shock protein HSP 90 (rabbit reticulocyte lysate; luciferase refolding) | Rabbit reticulocyte lysate, luciferase refolding luminescence, 3 h | inhibition, % at 5.6 µM | 290,000 compounds, 0.91% hits | AID 1789, 2009;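 active means inhibition above the screen-wide mean plus 3 SD, computed separately per campaign, cut at about 16% in these data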;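 further: 0% = DMSO wells and 100% = 60 µM geldanamycin wells; inhibitors lower the luminescence because luciferase stays unfolded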
aSyn UTR inh – MLPCN primary screen, SNCA 5' untranslated region | AID 1813, 2009 | 300,000 compounds, 0.82% hits | alpha-synuclein 5'UTR reporter, inhibitor activity | inhibition, % (tested at 7.5 µM); in the data active means inhibition above about 60%; inconclusive means no clear call, values can overlap the other calls;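 further: H4 neuroglioblastoma cells stably carrying SNCA 5'UTR luciferase fusion; 0% = DMSO wells and 100% = positive control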
KLF5 inhibitor – KLF5 expression inhibitors, primary screen, DLD-1 cells, luminescence; DLD-1 KLF5 promoter-luciferase reporter; inhibition, % at 5 µM; 290,000 compounds, 0.23% hits; AID 1700, 2009;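 active means inhibition above a per-plate limit of that plate's mean compound inhibition plus 3 SD, cut at about 60% in these data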;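 further: 0% = DMSO wells and 100% = LY294002 at 200 µM; higher means less KLF5 promoter-driven luciferase light; inactives centre near -14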
HSF-1 act – HSF-1 activators, primary screen, NIH3T3-HGL cells, MG132 stress, luminescence, single point; NIH3T3-HGL HSF-1 luciferase reporter, 8 h; 100% = twice DMSO control signal; activation, % at 9 µM; 300,000 compounds, 1.7% hits; AID 504408, 2011;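 active means mean replicate activation of at least 50% with a set share of replicates each reaching 50%; inconclusive means only one of those two conditions met; inactive means mean below 50% and too few replicates reaching it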;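 further: 0% = median of the neutral control wells and 100% = twice that signal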
PolyA inh – polyadenylation inhibitors in yeast reporter cells, primary screen, luminescence, S. cerevisiae; S. cerevisiae SKY197-pL101 polyadenylation reporter, beta-gal luminescence; efflux-impaired pdr1/pdr3 knockout yeast; score 100 = 6 SD above DMSO; calls only at 12 µM; 300,000 compounds, 0.02% hits; AID 1875, 2009;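 active means lowest replicate activity score at least 50, where 100 means six control SD above control mean; inconclusive means lowest score under 50 but half or more replicates reach 50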;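 further: yeast exposed to compound for 9 h at 30 °C; higher score means more reporter readthrough which indicates perturbed polyadenylation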
AI-2 QS mod – Vibrio harveyi AI-2 quorum sensing modulators, primary screen, JMH597 strain, luminescence/OD600 ratio | Vibrio harveyi JMH597 AI-2 luminescence/OD600 ratio, 9 h; active compounds read low; strain lacks LuxN and CqsS sensors; 0 = neutral-control median | activity change, % at 7.5 µM | 300,000 compounds, 0.4% hits | AID 2094, 2009; in the data active means activity change below about -75%, passing the limit was not always enough; inconclusive means no clear call, values can overlap the other calls;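 further: luminescence divided by OD600 gain over 9 h not by final OD600 alone; inactives centre near 13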
GSK3 alpha inh – blockers of GSK3A enzyme activity – biochemical, luminescence, cell-free homogeneous, HTS, primary screen. 320,000 compounds, 0.1% hits. inhibition, % at 10 µM. GSK-3 alpha kinase, ADP-Glo luminescence, 60 min;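 in the data active means inhibition above about 50%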;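 further: GST-tagged GSK-3 alpha with peptide substrate and 25 µM ATP; 0% = DMSO neutral wells and 100% = GW8510 positive control wells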
Target sequence (P49840 whole entry, looked up): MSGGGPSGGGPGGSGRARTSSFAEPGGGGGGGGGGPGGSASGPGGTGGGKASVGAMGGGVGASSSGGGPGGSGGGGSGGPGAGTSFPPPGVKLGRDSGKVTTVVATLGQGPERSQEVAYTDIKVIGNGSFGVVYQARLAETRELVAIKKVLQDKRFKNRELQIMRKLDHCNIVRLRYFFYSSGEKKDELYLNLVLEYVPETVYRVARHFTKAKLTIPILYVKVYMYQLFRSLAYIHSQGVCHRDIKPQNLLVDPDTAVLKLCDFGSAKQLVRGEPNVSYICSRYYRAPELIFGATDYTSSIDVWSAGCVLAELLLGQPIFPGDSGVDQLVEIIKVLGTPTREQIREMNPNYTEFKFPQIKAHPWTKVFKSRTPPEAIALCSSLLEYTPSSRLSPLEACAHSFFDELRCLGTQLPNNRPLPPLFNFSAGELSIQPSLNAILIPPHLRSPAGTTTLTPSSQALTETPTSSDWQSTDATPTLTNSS
IEC-6 tox – cytotoxicity in IEC-6 intestinal epithelial cells, primary screen, cytotoxicity control for KLF5 inhibitor project, cell-based, luminescence | IEC-6 cytotoxicity, luminescence viability | inhibition, % at 5 µM | 290,000 compounds, 0.78% hits; in the data active means inhibition above about 22%;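 further: 0% = plate median of test compound wells and 100% = cytotoxic reference compound wells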
An asterisk follows results filed as active; i = inactive; ? = inconclusive; . = not tested or not shown.

SMILES	GSK3beta inhib	HSF1 inhib	HSP90 refold inh	aSyn UTR inh	KLF5 inhibitor	HSF-1 act	PolyA inh	AI-2 QS mod	GSK3 alpha inh	IEC-6 tox
CCOC(=O)Cn1cnc2scc(-c3ccccc3)c2c1=O	3	-3	3	1	9	-6	i	27	0	1
Cn1c(SCCOc2ccc(Cl)cc2)nnc1-c1ccncc1	1	-2	-1	-29	1	5	i	13	-1	2
CCOC(=O)c1ccccc1NC(=O)Cn1cnc2c(cnn2-c2ccc(OC)cc2)c1=O	.	.	-1	.	6	.	.	.	0	4
COc1cc(/C=C2/C(=N)N3N=C(CC(=O)N4CCOCC4)SC3=NC2=O)ccc1OC(C)c1ccccc1 (stereo unspecified)	2	7	-4	-3	-30	-8	i	5	2	0
NCCCn1c(C(=O)c2ccc(Cl)cc2)c2ccc([N+](=O)[O-])cc2[n+]1[O-]	-1	4	.	?	.	20	i	13	1	.
CCCCNS(=O)(=O)C1CCS(=O)(=O)C1 (stereo unspecified)	0	0	1	8	-25	-7	i	12	-2	3
O=C(NC1CC1)C1CC(=O)N(C2CCCCC2)C1 (stereo unspecified)	1	-2	0	-13	-4	3	i	30	-1	4
O=C(CSc1nn(-c2ccc(Cl)cc2)c(=S)s1)NCC1CCCO1 (stereo unspecified)	2	4	2	11	-6	-9	i	12	-1	-5
CCOc1ccc(C2C(C(=O)OC)=CN(CCOC)C=C2C(=O)OC)cc1	3	7	4	-26	-16	11	i	6	-3	8
Cc1cccn2cc(CNC(=O)c3ccc(Br)o3)nc12	0	-2	9	-2	-5	-8	i	7	-2	6
CCN(CC)S(=O)(=O)c1cccc(-c2nnc(SCC(=O)c3cc(C)n(C)c3C)o2)c1	-5	1	-1	-2	-21	2	i	-11	-1	-8
Cc1cc(C(=O)Nc2ccccc2)oc1C	-7	-10	5	-112	-127	-8	i	23	-1	9
O=C(CCc1ccccc1)N1CCN(CCO)CC1	-4	-13	-1	12	13	-8	i	14	0	2
CC(C)c1csc(CN2CCC(n3nccc3NC(=O)Cc3ccccc3)CC2)n1	0	0	4	17	-15	11	i	8	-1	2
O=C(COc1ccc(Cl)cc1)N1CCN(C(=O)c2cccc(F)c2)CC1	1	3	-4	9	-9	-17	i	8	-2	0
CN1CCN(C(=O)c2ccccc2NC(=O)CCN2C(=O)c3ccccc3C2=O)CC1	-1	2	-3	6	-39	-9	i	2	-2	-2
COc1ccc(NC(=S)Nc2cccc3ccccc23)cc1OC	2	16	7	11	-28	17	i	13	-2	5
S=C(Nc1ccc(Cl)cc1)N(CCCN1CCOCC1)Cc1cccs1	1	2	6	-11	-2	-6	i	9	1	0
CC(C)CC(=O)c1c[nH]c(C(=O)NCc2cccnc2)c1	1	0	-2	20	1	-6	i	24	.	5
Cc1ccc(Nc2nc(Nc3ccc(C)cc3)nc(SC3=NCCS3)n2)cc1	-3	-3	1	-95	-6	5	i	39	1	6

Some of the entries above, reformatted.
Compound,GSK3beta inhib,HSF1 inhib,HSP90 refold inh,aSyn UTR inh,KLF5 inhibitor,HSF-1 act,PolyA inh,AI-2 QS mod,GSK3 alpha inh,IEC-6 tox
CC(C)CC(=O)c1c[nH]c(C(=O)NCc2cccnc2)c1,1,0,-2,20,1,-6,i,24,.,5
CCCCNS(=O)(=O)C1CCS(=O)(=O)C1 (stereo unspecified),0,0,1,8,-25,-7,i,12,-2,3

Going on with the list:
SMILES	GSK3beta inhib	HSF1 inhib	HSP90 refold inh	aSyn UTR inh	KLF5 inhibitor	HSF-1 act	PolyA inh	AI-2 QS mod	GSK3 alpha inh	IEC-6 tox
Cn1ccc(C(=O)N/N=C/c2ccncc2)n1	-2	35	1	-14	-67	78*	i	3	.	-3
CCS(=O)(=O)c1ccc(OC)c(N=Nc2ccc(O)c3ncccc23)c1	-5	-6	1	66*	-10	-8	i	32	1	-7
COCCNC(C(=O)Nc1ccc(C)cc1[N+](=O)[O-])c1ccccc1 (stereo unspecified)	-2	4	6	-7	-38	1	i	13	-2	8
Cc1ccc(C)c(OCC(=O)Nc2ccccc2C(=O)N2CCOCC2)c1	3	0	-4	0	-13	18	i	16	-1	4
O=C1c2ccccc2NC(c2ccc(O)cc2)N1c1ccccc1 (stereo unspecified)	-2	-5	0	-64	-52	17	i	2	-3	-2
CCOC(=O)N1CCC(N2CCN(S(=O)(=O)CC)CC2)CC1	2	-1	-3	20	-19	-4	i	7	-1	4
CC(C)(C)OC(=O)NCCNC(=O)c1cccs1	-1	-1	3	-7	-16	-2	i	2	-3	4
CN(C(=O)c1cccs1)c1ccc(OCC(=O)Nc2ccc(C(=O)O)cc2)cc1	3	.	0	23	1	.	i	10	-1	-1
CCOC(=O)C(C)Oc1ccc(C2NC(=O)NC(C)=C2C(C)=O)cc1Br (stereo unspecified)	-1	2	6	10	-11	1	i	3	-2	-5
COc1cc(C(=O)N2CCSCC2)ccc1OC1CCN(C(C)=O)CC1	1	-55*	-2	-1	-32	-66	i	19	-2	-7
COc1cccc(-c2csc(NNC(=O)c3cccs3)n2)c1	1	5	15	-27	2	8	i	?	-3	0
C=CCNC(=O)COC(=O)COc1ccc(Cl)cc1	3	3	-1	5	-19	8	i	13	1	3
CC(C)CCNC(=O)C(c1cccs1)N(CC1CCCO1)C(=O)Cn1nnc2ccccc21 (stereo unspecified)	3	-14	3	-25	6	-10	i	8	1	0
CSc1ccccc1NC(=O)CN(C)CC(=O)NCC(=O)Nc1ccc(F)cc1	2	-1	.	2	.	-6	i	18	1	.
O=C(COc1ccc(Cl)cc1Cl)N/N=C/c1cccnc1	1	1	1	-4	-23	10	i	18	-2	-1
COc1ccc(OC)c(NC(=O)c2c(NC(=O)CNCc3ccco3)sc3c2CCC3)c1	2	6	0	-17	8	19	i	6	0	-3
CC(C)/C=C1\CC/C(=C\c2cccnc2)C1=O	-6	2	-1	-62	-35	-2	i	-5	-4	-4
Cc1ccc(S(=O)(=O)N(Cc2cccc(C)c2)C(=O)N2CCN(C)CC2)cc1	3	-5	.	-14	.	5	i	28	-1	.
COc1ccc(C(=O)CN2C(=O)NC3(CCCc4ccccc43)C2=O)c(OC)c1 (stereo unspecified)	1	-4	3	12	-23	9	i	2	-1	2
COc1cc(/C=N/Nc2nc(=O)[nH]nc2C)cc([N+](=O)[O-])c1O	-4	-2	3	2	8	4	i	28	26	2
COc1ccc(N(C(=O)CCl)C(C(=O)NCCc2ccccc2)c2cccs2)cc1 (stereo unspecified)	-1	-93*	6	-16	6	-94	i	22	1	41*
Nc1ccccc1C(=O)NC1CCCCNC1=O (stereo unspecified)	1	.	-2	.	-16	.	i	7	1	0
COc1ccc(N2CC(C(=O)Nc3nccs3)CC2=O)cc1 (stereo unspecified)	2	-4	1	11	4	-16	i	19	11	-6
Cc1ccccc1CNC(=O)C1CCC(=O)N(C2CCCCCC2)C1 (stereo unspecified)	-1	-3	1	-6	-19	-17	i	7	-5	-1
CCCN(CCC)C(=O)c1cn(C)c2ccc(S(=O)(=O)N3CCCC3)cc2c1=O	1	2	-4	-5	-33	1	i	10	-3	-1
COCCNC(=O)c1ccc(-n2c(SCc3ccncc3)nc3ccccc3c2=O)cc1	4	-5	2	3	0	10	i	6	-1	-1
CCc1nnc(NS(=O)(=O)c2ccc(NCc3cc(Cl)cc(Cl)c3O)cc2)s1	3	-8	0	13	-12	-9	i	0	-9	-3
CCOC(=O)c1sc(NC(=O)c2ccccc2OCC)nc1C	-3	9	1	-18	-11	5	i	16	0	-2
Cc1cc(NC(=O)CCN2CCN(C/C=C/c3ccccc3)CC2)ccc1Br	-1	13	0	-19	-26	40	i	4	0	-1
Cc1ccc(S(=O)(=O)NCCC(=O)NCC(c2ccco2)N2CCCCC2)cc1C (stereo unspecified)	2	3	.	-5	.	-8	i	27	0	.
COc1cc(/C=N/NC(=O)[C@H](Cc2c[nH]c3ccccc23)NC(=O)OCC(C)C)cc([N+](=O)[O-])c1O	1	4	1	-16	9	3	i	25	3	-2
O=C(CN1CCCC1)OCCCc1ccccc1	1	3	-5	4	0	20	i	10	0	-6
C=Cn1cc[n+](CC(=O)c2ccc(Cl)c(Cl)c2)c1	-2	-4	1	21	-10	12	i	10	1	-1
Cc1ccc(OCC(=O)OCC(=O)c2cccc([N+](=O)[O-])c2)cc1C	1	-7	5	3	-9	-10	i	-6	2	4
CCOC(=O)CNC(=O)Nc1nnc(-c2ccc(OCC)cc2)o1	-1	3	6	-5	-34	7	i	10	.	2
NC(=O)CC(NC(=O)c1ccccc1)c1ccc(NCCc2ccc(F)cc2)c([N+](=O)[O-])c1 (stereo unspecified)	0	1	.	8	.	-17	i	8	-2	.
Cc1cc(C(=O)Nc2sc(C)c(-c3ccc(F)cc3)c2C(N)=O)no1	1	7	-5	-200	-56	12	i	5	24	-3
CN1CCC(OC(=O)c2ccccc2)CC1	2	-5	-2	5	-8	-1	i	1	-1	4
COC(=O)C1=C(C)NC(=O)/C1=C\c1ccc2c(c1)OCO2	-1	6	0	3	-19	16	i	22	1	1
COc1ccc(NC(=O)c2sc3nc(C)nc(N4CCOCC4)c3c2C)c(OC)c1	9	4	2	14	23	2	i	0	-1	0
O=C(NCc1ccccc1)C(c1ccc(F)cc1)N(C(=O)c1csnn1)C1CC1 (stereo unspecified)	.	2	-5	-7	-4	-4	i	.	0	-8
CC(C)C[C@H]1COCCS(=O)(=O)N1Cc1ccc(Cl)c(Cl)c1	-2	6	.	17	.	30	i	17	1	.
CCOC(=O)Cc1csc(NC(=O)CSc2nnc(C3CC3)n2C)n1	-2	3	-4	-3	-5	-5	i	36	-3	4
Cc1nc(C)n(C(C)CC(=O)O)n1 (stereo unspecified)	1	0	3	-6	9	-4	i	27	-1	0
COc1ccccc1NS(=O)(=O)c1ccc(C(=O)N2CCCC(C)C2)cc1 (stereo unspecified)	-4	-5	-1	-6	-26	-16	i	10	-4	5
CCOC(=O)c1c(NC(=O)c2cccnc2)sc(C)c1C	-3	4	-4	29	-6	22	i	-14	1	2
COc1cccc(CC2(CO)CCCN(Cc3ccc(OC)c(C)c3OC)C2)c1 (stereo unspecified)	-1	-1	-2	18	-22	-9	i	6	0	1
OCCNCCO	1	-3	-3	-5	-5	1	i	22	0	-10

A portion of the library (hit frequency here may not be typical).
